# Source: PubChem
# GPR151 activ = activates the human receptor GPR151. activation, % at 11.2 µM. AID 1508602. 650,000 compounds, 1% hits. PathHunter beta-arrestin GPR151 cells, luminescence. Q8TDV0; in the data active = activation above about 4.9%;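 also: 0% = median of compound wells and 100% = cells with positive control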
# TEAD-YAP block = TEAD-YAP interaction inhibition | HEK-TIYL cells, TEAD-Gal4/YAP UAS-luciferase luminescence | inhibition, % at 9.12 µM | 640,000 compounds, 1.4% hits | AID 1259422; in the data active = inhibition above about 32%;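 also: 0% = median of test compound wells and 100% = reference inhibitor wells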
# MITF inh = human MITF inhibition, primary screen; inhibition, % at 2.6 µM; O75030; AlphaScreen MITF homodimerization, bead proximity signal; 650,000 compounds, 0.91% hits; in the data active = inhibition above about 50%;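 also: 0% = vehicle wells with protein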
# FBW7 activator = activators of human E3 ligase FBW7 | Q969H0 | AlphaScreen FBW7–phospho-cyclin E peptide binding, activator screen | normalized activity (activation), % at 26.1 µM | 650,000 compounds, 0.13% hits | AID 1259310; in the data active = normalized activity above about 1.9%;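 also: purified mutant Fbw7 with reduced substrate affinity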
# Target sequence (Q969H0 whole entry, looked up): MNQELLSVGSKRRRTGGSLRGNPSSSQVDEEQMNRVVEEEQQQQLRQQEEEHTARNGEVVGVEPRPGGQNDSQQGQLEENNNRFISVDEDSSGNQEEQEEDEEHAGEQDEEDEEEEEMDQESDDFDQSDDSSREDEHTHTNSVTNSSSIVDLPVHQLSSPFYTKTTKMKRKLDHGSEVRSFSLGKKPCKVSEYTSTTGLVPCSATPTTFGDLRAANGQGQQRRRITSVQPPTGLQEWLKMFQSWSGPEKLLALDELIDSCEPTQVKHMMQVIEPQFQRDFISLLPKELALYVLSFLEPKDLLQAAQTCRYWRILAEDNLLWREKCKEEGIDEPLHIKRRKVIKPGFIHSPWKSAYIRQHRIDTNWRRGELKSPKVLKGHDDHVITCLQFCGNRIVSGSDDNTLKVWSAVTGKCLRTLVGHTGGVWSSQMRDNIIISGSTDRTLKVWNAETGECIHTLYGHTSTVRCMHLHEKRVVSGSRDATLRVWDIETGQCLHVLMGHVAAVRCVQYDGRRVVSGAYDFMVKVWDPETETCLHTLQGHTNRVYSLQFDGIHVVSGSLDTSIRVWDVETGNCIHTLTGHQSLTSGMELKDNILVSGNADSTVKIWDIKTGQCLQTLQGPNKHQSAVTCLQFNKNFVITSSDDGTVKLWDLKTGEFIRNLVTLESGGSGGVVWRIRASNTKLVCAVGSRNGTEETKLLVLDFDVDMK
# * marks the source's active call; other numbers are inactive results; x = no result given; & = joins results of further samples.
smiles,GPR151 activ,TEAD-YAP block,MITF inh,FBW7 activator
COc1ccccc1C1CC(c2cccc(NS(C)(=O)=O)c2)=NN1C(=O)CCC(=O)O (centres undefined),-1.0,-3,-5,-0.1
Cc1ccc(S(=O)(=O)N2CCCCC2)cc1NC(=O)CSc1nnc(N)s1,1.7,0,-3,0.1
CCc1nnc(NC(=O)C(Cc2ccccc2)N2C(=O)C3C4C=CC(C4)C3C2=O)s1 (centres undefined),0.1,-5,-5,0.0
CSC1=NC(C)(C)CC2=C(C)C=C(C)C3(CC(C)(C)N=C3SC)C2=C1 (centres undefined),1.7,0,-3,-0.1
COc1ccc(C2C(C(=O)Nc3cc([N+](=O)[O-])ccc3OC)c3ccccc3C(=O)N2Cc2ccc(F)cc2)cc1 (centres undefined),2.5,-1,-13,-0.3
CC1CN(S(=O)(=O)c2cc([N+](=O)[O-])ccc2N2CCC(C(N)=O)CC2)CC(C)O1 (centres undefined),-1.3,3,16,0.1
COc1cc(C=O)ccc1OCCCN1CCCCC1,-1.1,-10,34,-0.3
CC1(c2ccc([N+](=O)[O-])cc2)NC(=O)N(CC(=O)Nc2ccccc2C#N)C1=O (centres undefined),-0.2,0,14,0.0
COc1ccc(OC)c(S(=O)(=O)Nc2cc(OC)c(Cl)cc2OC)c1,0.1,4,4,1.5
Cc1cnc(-c2ccc(N3CCOCC3)nc2)nc1NC1CC1,1.9,-12,-8,0.3
CCCNC(=O)c1ccc(C)c([N+](=O)[O-])c1,2.3,6,11,0.1
COCCOC(=O)Cn1ncc2cccn2c1=O,0.9,-11,-9,-0.1
N/C(=N\OC(=O)COc1ccccc1Cl)c1ccccc1Cl,-0.5,-74,2,0.1
CCOC(=O)C(NC(=O)c1cccc([N+](=O)[O-])c1)C(C)C (centres undefined),0.2,4,13,1.6
O=C(O)C1C(C(=O)Nc2ccccc2)C2C=CC1C21CC1 (centres undefined),7.5*,3,6,0.2
Cc1nc2c(ccc3nc(NC(=O)c4cc(=O)c5ccccc5o4)sc32)s1,2.1,-4,-16,0.0
COCCCNC(=O)CN(Cc1ccc(Cl)cc1)S(C)(=O)=O,1.0,2,22,0.2
O=C1COc2cc(S(=O)(=O)CCC(=O)N3CCCCCC3)ccc2N1,5.1*,4,8,-0.1
N#CCNC(=O)c1nn2c(C(F)(F)F)cc(-c3ccccc3)nc2c1Br,-0.2,1,-1,-0.1
CCOc1ccc(CNC(=O)Cn2ncn3cccc3c2=O)cc1,-4.6,-65,-3,-0.2
CCCCCc1c(C)c(C#N)c2nc3ccccc3n2c1Nc1ccc(OC)cc1,1.0,1,10,0.0
O=C(O)CCC/C=C\C/C=C\C/C=C\C/C=C\CCCCCO,-0.1,x,2,x
CCOc1ccc(NC(=O)CC#N)cc1,1.4,5,-13,-0.1
CCCc1cc(=O)[nH]c2nnc(SCC(=O)Nc3cccc(OC)c3)n12,-1.7,-3,7,0.1
COc1ccccc1NC(=O)CC(NCc1ccccc1)C(=O)O (centres undefined),0.6,-2,17,0.1
Cn1c(=O)c2c(nc3n(Cc4ccccc4)c(-c4ccc(Br)cc4)cn23)n(C)c1=O,1.0,-1,-10,0.1
COc1ccc(N=C2C(=O)N(CN3CCOCC3)c3ccccc32)cc1OC,0.1,7,13,-0.1
O=C(c1ccc(Br)o1)N1CCN(c2ccc([N+](=O)[O-])cc2Cl)CC1,0.0,-18,8,-0.2
Oc1ccc(-c2ccccc2)cc1Br,-0.4,-4,9,0.0
C[S+](C)C(CS(=O)(=O)O)c1ccccc1 (centres undefined),0.7,1,8,-0.3

# Single records (already shown). Order of values: GPR151 activ, TEAD-YAP block, MITF inh, FBW7 activator
# CCCNC(=O)c1ccc(C)c([N+](=O)[O-])c1 in the list: 2.3, 6, 11, 0.1
# CCCc1cc(=O)[nH]c2nnc(SCC(=O)Nc3cccc(OC)c3)n12 in the list: -1.7, -3, 7, 0.1
# N#CCNC(=O)c1nn2c(C(F)(F)F)cc(-c3ccccc3)nc2c1Br in the list: -0.2, 1, -1, -0.1

# Additional entries.
smiles,GPR151 activ,TEAD-YAP block,MITF inh,FBW7 activator
Cc1ccc(S(=O)(=O)N2CCCN(S(=O)(=O)c3ccc(C)c(C)c3)CC2)cc1C,3.1,-3,2,-0.1
O=C(CN1C(=O)/C(=C/c2ccccc2F)SC1=S)Nc1ccccc1O,0.7,11,6,-0.1
O=C(NCc1ccco1)/C(=C\c1ccc(Br)cc1)NC(=O)c1ccccc1,7.0*,1,0,0.0
C/C(CC(=O)Nc1ccc(C)c(Cl)c1)=N\NC(=O)Cc1cccs1,-0.4,-13,10,0.1
Cc1cc(N2CCOCC2)nc(-c2ccccc2)n1,0.4,-13,5,0.1
CC(c1ccon1)N(C)C1CCN(c2ccc(C(=O)N3CCc4ccccc4C3)cc2)CC1 (centres undefined),-0.3,6,-17,0.1
O=C(CNS(=O)(=O)c1ccccc1)OCc1cc([N+](=O)[O-])cc2c1OCOC2,1.4,4,-8,-0.1
Cc1ccc2c(c1)N(CC(=O)Nc1ccc(Cl)cc1)C(=O)C(C)O2 (centres undefined),22*,8,-8,0.3
CCC(C)NC(=O)Cn1c(C)c2cnn(-c3ccccc3)c(=O)c2c1C (centres undefined),-0.3,0,-8,-0.3
CC(C)CC(=O)N1CCN(Cc2cccc(C(F)(F)F)c2)CC1,0.3,19,56*,0.1
NC(=O)c1cc2cc(Br)ccc2oc1=Nc1cccc(F)c1,-0.7,-5,-9,-0.2
Cc1ccc(S(=O)(=O)C(CNC(=O)c2cccs2)c2ccco2)cc1 (centres undefined),0.0,-5,14,0.1
Cc1cc(C(=O)NNC(=O)C(O)(c2ccccc2)c2ccccc2)cs1,0.6,2,4,1.9*
CCC(C)N(C(=O)COC(=O)CNC(=O)c1ccccc1F)C1CCS(=O)(=O)C1 (centres undefined),0.6,2,7,0.0
Cc1ccn2c(C(=O)NC(C)C)c(C)nc2c1,-1.1,5,8,0.3
O=c1[nH]nc(Cc2cccnc2)c2ccccc12,2.0,-4,3,0.1
COc1cccc(C=C2C(=O)c3ccccc3C2=O)c1OC,0.2,-9,-5,-0.1
Cc1ccc(OC(=O)c2ccc([N+](=O)[O-])cc2Cl)cn1,0.5,17,6,0.0
CN(C)c1ccc(C(=O)c2ccccc2C(=O)O)c(O)c1,-0.9,-2,5,-0.6
CC(=O)Nc1nc(CC(=O)c2ccccc2)cs1,1.4,5,4,0.1
Brc1ccc(CSc2ncn[nH]2)cc1,1.4,-1,-8,0.0
COc1ccc(NC(=O)/C(C#N)=N/Nc2cccc(C(=O)O)c2)cc1Cl,2.0,-3,4,0.1
CC(C)N(CCNc1cc(-c2cccs2)nc(N)n1)C(C)C,-1.3,17,8,0.2
Cc1ccccc1CCNCc1c(C(=O)O)n(Cc2cccc(F)c2)c2ccccc12,0.9,14,2,0.0
COc1ccc(N=C2CCC(O)=C2C(C)=O)cc1,-1.0,0,11,0.1
NS(=O)(=O)c1cc2c(cc1Cl)NC(C1CC3C=CC1C3)NS2(=O)=O (centres undefined),-1.5&0.7&1.7,1&6,-6&16&3,-0.2&-0.7&-0.2
CCCN1CCN(S(=O)(=O)c2[nH]ncc2C(=O)OCC)CC1,-0.1,1,16,0.2
O=C1C2CC=CCC2C(=O)N1C1CCCCC1 (centres undefined),-0.1,7,-11,0.0
CC(C)(C)c1csc(NC(=S)Nc2ccccc2)n1,4.5,-8,9,0.0
CCOC(=O)c1sc2nc(SCC(=O)Nc3ccc(N(C)C)cc3)n(Cc3ccc(C)cc3)c(=O)c2c1C,-0.9,2,1,-0.2

# Reformatted with values under each structure: entries from further up.
# Each structure is followed by: GPR151 activ	TEAD-YAP block	MITF inh	FBW7 activator
COc1ccccc1NC(=O)CC(NCc1ccccc1)C(=O)O (centres undefined)
    0.6	-2	17	0.1
CCCN1CCN(S(=O)(=O)c2[nH]ncc2C(=O)OCC)CC1
    -0.1	1	16	0.2
CC(C)CC(=O)N1CCN(Cc2cccc(C(F)(F)F)c2)CC1
    0.3	19	56*	0.1
O=C1C2CC=CCC2C(=O)N1C1CCCCC1 (centres undefined)
    -0.1	7	-11	0.0
COc1ccc(OC)c(S(=O)(=O)Nc2cc(OC)c(Cl)cc2OC)c1
    0.1	4	4	1.5

# Carrying on.
smiles,GPR151 activ,TEAD-YAP block,MITF inh,FBW7 activator
O=S1(=O)CC2SC(=S)N(c3ccccn3)C2C1 (centres undefined),-0.7,7,16,0.1
CC1(C)C(=O)C(=O)c2cnn(-c3ccccc3)c2C1Br (centres undefined),0.5,15,7,-0.1
Cc1ccc(S(=O)(=O)N2c3ccccc3CC2C)cc1 (centres undefined),-0.7,4,-10,0.1
CC(C)c1nnc(C2CCN(C(=O)NCc3cccs3)CC2)o1,0.3,-3,-13,0.3
O=C(O)c1c(Nc2nnc(Cn3ccc(C(F)(F)F)n3)s2)sc2c1CCCC2,1.3,9,14,0.2
CC(=O)C(Sc1nc(C)cc(C)n1)c1ccccc1 (centres undefined),-1.1,-9,0,-0.1
COC(=O)c1c(OCCCN(C)C)cc(=O)n2c1CCN(C(=O)C1=C(C)OCCO1)CC2,-0.5,8,4,0.1
CCOC(=O)C1(Cc2cccc(OC)c2)CCCN(CCCn2cccn2)C1 (centres undefined),-1.0,6,2,0.1
Cc1cc(-n2c(SCC(=O)NCc3cccs3)nc3n[nH]c(C)c3c2=N)ccc1Cl,2.6,-8,11,0.0
COc1ccc(Br)cc1C(=O)O,0.0,3,4,0.0
COc1cc(N)ccc1NC(=O)C(C)C,-2.2,-8,15,-0.1
CCNC(=O)c1ccccc1NC(=O)c1cccc(S(=O)(=O)N2CCC(C)CC2)c1,-0.4,-3,2,-0.1
CCSc1nnc(NC(=O)c2ccc(Br)cc2)s1,-0.4,-10,15,0.1
O=c1c(O)c(-c2ccc(F)cc2)oc2cc(Cl)ccc12,-1.0,-12,13,0.0
O=C(Nc1ccc(Cl)cc1)Nc1ccccn1,0.0,-60,10,-0.1
CN1CCN(CCNC(=O)c2cncc(-n3ncc4cc(Nc5c(Cl)cccc5Cl)ccc43)c2)CC1,-0.7,-2,8,-0.1
O=C(CCOc1ccccc1)Nc1ccc2c(c1)C(=O)NC2=O,0.0,1,-6,-0.1
Cc1nc(/N=C(\N)NC(=O)N2c3ccccc3Sc3ccccc32)nc2ccccc12,-0.7,1,10,-0.1
Cc1ccc2c(c1)-c1c(cnn1CC(=O)N1CCCCCC1)CO2,-1.0,7,1,0.0
O=C1N[C@@H](Cc2ccccc2)C(=O)N2CCN(Cc3ccc(Cl)s3)C[C@H]12,0.1,0,-6,-0.5
O=C1NC(=S)S/C1=C/C=C/c1cccc([N+](=O)[O-])c1,-0.8,2,2,-0.1
CS(=O)(=O)c1ccc(NCc2ccco2)cc1,-0.1,0,7,0.1
Cc1ccccc1NC(=O)CC1CCCCC1,-1.8,-20,8,0.1
CC(C)n1cnc2c(NCCN3CCOCC3)nc(Nc3ccc4ncccc4c3)nc21,0.0,10,-11,0.1
O=P1(NCc2cccnc2)C=C(c2ccccc2)OC(c2ccccc2)=C1,1.7,0,8,-0.1
Cc1ccc(N2CCN(c3ncnc4c3c(-c3ccccc3)cn4-c3ccccc3)CC2C)cc1 (centres undefined),-0.6,-8,-2,-0.1
CCOc1ccc(C2C(C(=O)Nc3cnc4ccccc4c3)c3ccccc3C(=O)N2CCN2CCOCC2)cc1 (centres undefined),0.8,-10,5,-0.1
CCOC(=O)C1=CN(c2ccc(C)cc2)C=C(C(=O)OCC)C1c1ccc(F)cc1,2.4,0,-8,0.1
CCc1ccc(OCCSc2nc3ccccc3n2CCO)cc1,0.1,-3,8,0.1
CC1(C)Cc2c(sc(NC(=O)C(F)(F)F)c2C#N)CO1,-0.2,12,14,-0.3
COc1ccccc1OCC(=O)NCC(C)NC(=O)COc1ccccc1OC (centres undefined),-0.2,-5,9,0.2
O=C(O)COc1ccccc1/C=N/NC(=O)/C(=C/c1ccccc1)NC(=O)c1ccccc1,-0.5,13,2,-0.1
COc1ccc(Cn2nnnc2CN2CCN(C)CC2)cc1,0.3,4,0,-0.2
CCOc1ccc(C2=NC(c3ccc(OC)c(Br)c3)NC(c3cccc(OCC)c3O)C2)cc1 (centres undefined),-1.3,-10,-2,0.0
Cc1ccc2c(COC(=O)CNS(=O)(=O)/C=C/c3ccccc3)cc(=O)oc2c1,4.5,2,0,0.0
COC(=O)C1=C(C)N(C)C(=O)NC1c1ccc(N(C)C)cc1 (centres undefined),0.4,-7,-1,-0.2
NC1=NC(=O)CC(C(=O)Nc2cccc([N+](=O)[O-])c2)S1 (centres undefined),1.8,0,17,0.1
COc1ccccc1NC(=O)CSc1nnc(-c2ccc(Cl)cc2)o1,-0.4,-44,-13,0.0
CN1CCN(C(CNC(=O)C(=O)Nc2cccc(Cl)c2)c2ccc3c(c2)OCO3)CC1 (centres undefined),-0.2,-4,-4,-0.2
Cc1nc(SCC(=O)N(C)C)c2c3c(sc2n1)CCC3,-2.0,-1,4,0.1
CCOC(=O)C(=O)Nc1ccc(OCC)cc1,-1.6,-3,5,0.3
COc1cccc(/C=N/N=C2\NC(=O)C(CC(=O)Nc3ccc(C)cc3)S2)c1OC (centres undefined),-0.6,6,11,0.2
